Source: PubChem BioAssay
aSyn yeast rescue = inhibitors of alpha-synuclein toxicity in yeast; S. cerevisiae alpha-synuclein toxicity rescue, BacTiter-Glo growth, 24 h; Potency, µM (top dose mostly 46.1 µM), without a hit: at the top dose growth rescue (activation), hits mostly activators; 0.02% of 94,000 active; active = well fitted activation curve with a large enough effect; inconclusive = small, poorly fitted or top-dose-only effect; also: 0% is about no effect
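Growth restoration measured by BacTiter-Glo luminescence after 24 hr at 30 deg C; alpha-synuclein yeast, raffinose-pregrown to mid-log, were added at OD600=0.02 in galactose medium onto pinned compounds.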
Numbers without * were called inactive; ? = inconclusive; [ ] = another dose, or the depositor's remark. Potency is read from the fitted curve at half-maximal effect. The list is partial; count on the stated rates, not on these rows.

| Molecule | aSyn yeast rescue |
| --- | --- |
| CC1CCc2c(sc(NC(=O)c3ccco3)c2C(=O)O)C1 (configuration not stated) | -75.8%[inhibitor] |
| COc1ccc(NC(=O)c2ccco2)cc1NC(=O)COc1cc(C)cc(C)c1 | -4.7% |
| COc1ccc(S(=O)CC(=O)Nc2ccccc2Cl)cc1 (configuration not stated) | 16.4% |
| CCOc1ccc(C(c2c(O)cc(C)n(CCOC)c2=O)N2CCN(c3ccccc3F)CC2)cc1 (configuration not stated) | -4.7% |
| CCOc1ccccc1NC(=O)CSc1nc(=O)n(CCCN2CCOCC2)c2c1CCC2 | 2.4% |
| Cc1ccc(-n2ncc3c(=O)n(Cc4cccc(C(F)(F)F)c4)cnc32)cc1C | 2.0% |
| Cc1ccc2oc(=O)c3cnn(CC(=O)N(C)c4ccc(F)cc4)c3c2c1 | 8.5% |
| Cc1noc(C)c1S(=O)(=O)N(C)C[C@H]1OCc2cnnn2CCCC(=O)N([C@@H](C)CO)C[C@H]1C | 3.6% |
| O=C(C1CCC(Cn2c(=O)c3sccc3n(Cc3ccccc3F)c2=O)CC1)N1CCCCC1 (configuration not stated) | 5.3% |
| CCOC(=O)c1cccc(NC(=O)C2CCN(S(=O)(=O)c3c(C)noc3/C=C/c3ccc(C)cc3)CC2)c1 | -3.4% |
| C/C=C/c1ccc2c(c1)O[C@@H](CN(C)C(=O)c1ccc(F)cc1)[C@@H](C)CN([C@H](C)CO)S2(=O)=O | -0.6% |
| O=C(CNC(=O)N1CC(=O)Nc2ccccc21)Nc1ccc(Cl)cc1Cl | -7.6% |
| COCCNC(=O)Cc1c(C)c2cc3c(cc2oc1=O)OC(C)(C)CC3 | 3.5% |
| CC(=O)NC(Cc1c[nH]c2ccccc12)C(=O)NCc1ccco1 (configuration not stated) | -5.7% |
| Cc1ccc(Cn2c(C)c3cnn(CC(=O)NC4CCCC4)c(=O)c3c2C)cc1 | -3.4% |
| Cc1cc2c(cc3c(SCc4nc(-c5ccccc5)oc4C)nnc(C)n32)o1 | ? |
| Clc1cccc(Cc2ccc(Cl)nn2)c1 | -4.3% |
| CCOc1ccc(NC(=O)CN(C)C(=O)CCc2nc3ccccc3c(=O)[nH]2)cc1OCC | -4.4% |
| COc1ccc(NC(=O)c2sc3nc(C)c(C(=O)Nc4ccc(C)cc4C)c(-c4sccc4C)c3c2N)cc1 | 6.6% |
| O=C(NCC1CCCN1S(=O)(=O)c1cccs1)c1ccccc1 (configuration not stated) | 5.6% |
| CCOC(=O)CC(S(=O)(=O)c1ccccc1)S(=O)(=O)c1ccccc1 | -17.9% |
| CCOC(=O)c1ccc(NCc2nc3ccccc3[nH]2)cc1 | 1.1% |
| NC(=O)CSc1nc2c(sc3ccccc32)c(=O)n1CCCC(=O)NCC1CCCO1 (configuration not stated) | 1.8% |
| Cc1ccc(C)c(NC(=O)CCc2c(C)n(C)c3cc(-c4ccccc4C)nn3c2=O)c1 | -5.0% |
| COc1cccc(C=Nc2ccc3c(c2)CCC3)c1O | 1.8% |
| O=C(Nc1nc(-c2ccc(F)cc2)cs1)C1CCCO1 (configuration not stated) | 4.3% |
| Cc1ccccc1-c1noc(-c2cccnc2N(C)Cc2ccc(Cl)cc2)n1 | 1.6% |
| COc1ccc(N(CC(=O)N2CCN(c3ccc(F)cc3)CC2)S(=O)(=O)c2c(C)n[nH]c2C)cc1 | -1.9% |
| Cc1ccc(NC(=O)C(=O)NCC(c2cccnc2)N2CCN(Cc3ccccc3)CC2)cc1C (configuration not stated) | -0.5% |
| C[C@H]1CN([C@@H](C)CO)C(=O)c2cc(Br)cnc2O[C@@H]1CN(C)S(C)(=O)=O | 9.0% |

A draw from above in order of molecular weight, low to high.
| Molecule | aSyn yeast rescue |
| --- | --- |
| CC(=O)NC(Cc1c[nH]c2ccccc12)C(=O)NCc1ccco1 (configuration not stated) | -5.7% |
| Cc1cc2c(cc3c(SCc4nc(-c5ccccc5)oc4C)nnc(C)n32)o1 | ? |
| O=C(CNC(=O)N1CC(=O)Nc2ccccc21)Nc1ccc(Cl)cc1Cl | -7.6% |

Later entries.
| Molecule | aSyn yeast rescue |
| --- | --- |
| Cc1cccc(Cn2c(COc3ccc(Cl)cc3)nc3ccccc32)c1 | -6.1% |
| O=C(Cn1c(-c2cccs2)cc2cc(F)ccc21)NCCCN1CCN(c2ccc(F)cc2)CC1 | -19.3% |
| COc1ccc(Nc2nc(C(=O)NCc3ccco3)cs2)cc1 | -26.5% |
| Cc1cc(C)nc(SCCN2CCCCC2)n1 | -3.6% |
| CC(Nc1cccc(F)c1)C(=O)Nc1ccc(S(N)(=O)=O)cc1 (configuration not stated) | -5.1% |
| CC(C)c1ccc(S(=O)(=O)/N=C2\C=C(NS(=O)(=O)c3ccccc3)C(=O)c3ccccc32)cc1 | -6.7% |
| COc1ccccc1-c1nnc(NC(=O)CCS(=O)(=O)c2ccc(F)cc2)o1 | 8.2% |
| CCOc1ccc(CCNC(=O)CCC(=O)N2CCOc3ccccc32)cc1OCC | -2.5% |
| Cc1cc(C)c2c(CC(=O)N(Cc3ccc(Cl)cc3)Cc3ccco3)coc2c1 | 22.9% |
| COc1ccc(Cl)cc1NC(=O)Cn1c(=O)n(-c2ccc(C)cc2)c(=O)c2ccc(C(=O)NCc3ccccc3Cl)cc21 | -7.2% |
| Cc1ccc(-c2nnn(CC(=O)N(CC(=O)NCCC(C)C)c3ccc(F)cc3)n2)cc1 | 4.2% |
| CC(C)c1nnc(NC(=O)c2nc(S(=O)(=O)Cc3ccccc3)ncc2Cl)s1 | 5.3% |
| COc1cccc(NC(=O)c2ccccc2OCc2c(C)noc2C)c1 | -7.3% |
| CCn1c(CNC(=O)c2ccc(OC)cc2)nnc1SCC(=O)Nc1cc(C)ccc1C | -0.4% |
| CC(CCc1ccccc1)NC(=O)CSc1cccc[n+]1[O-] (configuration not stated) | -4.6% |
| Cc1c(C(=O)N2CCC(C)CC2)c(S(=O)(=O)N2CCN(c3ccc(Cl)cc3)CC2)c(C)n1C | 5.7% |
| Cc1cc(C)cc(NC(=O)CSc2oc(-c3ccccc3)nc2S(=O)(=O)c2ccc(Cl)cc2)c1 | 0.3% |
| CCN1CCN(C(c2ccc(SC)cc2)c2c(O)cc(C)n(CCOC)c2=O)CC1 (configuration not stated) | -11.5% |
| N#CC1=C2SCN(c3ccc(F)cc3)CN2C(=O)CC1c1cccc(F)c1 (configuration not stated) | -2.2% |
| CN(c1ccccc1)S(=O)(=O)c1ccc(Cl)c(C(=O)OCC(=O)NC2CCS(=O)(=O)C2)c1 (configuration not stated) | 14.2% |
| COc1ccccc1Cn1cc(C(=O)c2ccc(C)cc2)c(=O)c2cc(F)cc(F)c21 | 5.3% |
| Cc1ccc(-c2cc(N)n3nc(-c4ccc(C)cc4)cc3n2)cc1 | -5.7% |
| CCOC(=O)c1ccccc1NC(=O)c1c(C)oc2ncnc(N3CCOCC3)c12 | 5.4% |
| Cc1ccc(CNC(=O)C(=O)NCC2OCCN2S(=O)(=O)c2cccs2)cc1 (configuration not stated) | -0.1% |
| Cc1[nH]c(=O)[nH]c(=O)c1S(=O)(=O)N1CCCC(C(=O)N2CCC(Cc3ccccc3)CC2)C1 (configuration not stated) | -0.4% |
| CCc1c(C)sc2c1CCN(Cc1ccccc1F)C2c1ccccc1 (configuration not stated) | -30.1%[inhibitor] |
| COc1cc(NC(=O)CC(C)S(=O)(=O)c2cc3c4c(c2)CCN4C(=O)CC3)cc(OC)c1 (configuration not stated) | 0.7% |
| O=C(NCCCN1CCOCC1)c1ccc2c(c1)N(Cc1ccccc1)C(=O)c1ccccc1S2 | -2.9% |
| O=S(=O)(c1ccccc1)c1ncc(C(F)(F)F)cc1Cl | -4.5% |
| CCN(CC(=O)Nc1c(F)cccc1F)C(=O)CCN1C(=O)C2CCCCC2C1=O (configuration not stated) | -2.1% |
| CCOC(=O)c1c(NC(=O)C2CC2)sc2c1CC(C)(C)OC2 | 2.7% |
| CC1=C(C(=O)N2CCCCC2)C(c2ccc(Cl)cc2)n2c(nc3ccccc32)N1 (configuration not stated) | -3.4% |
| COc1cccc(NC(=O)C(=O)NCCc2csc(-c3ccc(C(F)(F)F)cc3)n2)c1 | 5.0% |
| O=C1c2[nH]nc(-c3ccccc3O)c2C(c2cccc(OCc3ccccc3)c2)N1CCCO (configuration not stated) | 4.8% |
| COc1cc(CNCCSc2nnnn2C)ccc1OCc1ccc(F)cc1 | -4.1% |
| CC(C(=O)Nc1ccc(C(N)=O)cc1)N1C(=O)c2ccccc2S1(=O)=O (configuration not stated) | -0.8% |
| Cn1cc(CN2CCCCC2CO)c(-c2ccc(Oc3ccccc3)cc2)n1 (configuration not stated) | -2.9% |
| CC(Sc1nnc(Cc2cccs2)n1C)C(=O)Nc1ccc(C(N)=O)cc1 (configuration not stated) | -7.1% |
| COc1ccccc1N(C)C(=O)c1cc(S(=O)(=O)N2CCCC2)cn1C | -2.0% |
| Cn1c(=NC(=O)CS(=O)(=O)c2ccccc2)sc2cc([N+](=O)[O-])ccc21 | 2.5% |
| Cc1ccc(Oc2coc3cc(OCC(=O)NC4CCCCC4)ccc3c2=O)cc1 | -1.9% |
| CCC(=O)N1c2ccccc2CC1C(=O)NCCc1ccccc1Cl (configuration not stated) | -7.8% |
| CCCCNC(=O)CSc1nc2n[nH]c(C)c2c(=N)n1-c1ccccc1CC | 2.3% |
| CCOc1ccc(C(=O)CCC(=O)Nc2cc(C)ccn2)cc1 | 0.5% |
| CC(C)c1ccc(NC2CCCN(C(=O)CN3CCCCC3=O)C2)cc1 (configuration not stated) | -16.9% |
| COc1ccc(C(=O)N2CC(=O)Nc3ccc(C)cc3C2c2ccccc2)cc1OC (configuration not stated) | 3.6% |
| COc1ccccc1C(=O)NCCn1cc(SCC(=O)Nc2ccccc2F)c2ccccc21 | 0.4% |
| CC(C)c1ccc(N(CC(=O)NCc2cccnc2)S(=O)(=O)c2ccccc2)cc1 | 13.9% |
| O=C(Cn1cnc2c(nnn2Cc2ccccc2)c1=O)N1CCN(c2ccccc2)CC1 | -2.7% |
| CCOC(=O)CSc1nc2c(sc3ccccc32)c(=O)n1Cc1ccc(OC)cc1 | 2.1% |
| CCOc1ccc(NC(=S)NC(=O)c2c(Br)cnn2C)c([N+](=O)[O-])c1 | -8.6% |
| COC(=O)Cn1c(=O)c2c(nc3n2CCN3c2cccc(C)c2)n(C)c1=O | 4.2% |
| Cc1ccc(C(=O)Nc2ccsc2C(=O)O)cc1 | -21.7% |
| CCN(C(=O)c1cc(S(=O)(=O)N2CCCC2)cn1C)c1ccc(OC)cc1 | -3.1% |
| CCOC(=O)c1ccc(N2C(=O)c3n[nH]c(-c4ccco4)c3C2c2ccc(OC)cc2OC)cc1 (configuration not stated) | -1.4% |
| Cc1c(Cl)cccc1NC(=O)CSc1nncn1-c1ccccn1 | 12.5% |
| CCOc1cccc(C2c3c(oc4ccc(F)cc4c3=O)C(=O)N2c2cc(C)ccn2)c1 (configuration not stated) | -0.6% |
| Cc1ccc(NC(=O)CN(C)C(=O)Cc2ccccc2F)cc1 | 2.0% |
| COc1cccc(-c2nc(SCC(=O)NC3CCCC3)c(-c3ccccc3)[nH]2)c1 | -6.3% |
| CCN(CC)c1ccc(NC(=S)Nc2ccc(F)cc2)cc1 | -1.2% |

In the list so far, 3 contain a CF3 group.
| Molecule | aSyn yeast rescue |
| --- | --- |
| Cc1ccc(-n2ncc3c(=O)n(Cc4cccc(C(F)(F)F)c4)cnc32)cc1C | 2.0% |
| O=S(=O)(c1ccccc1)c1ncc(C(F)(F)F)cc1Cl | -4.5% |
| COc1cccc(NC(=O)C(=O)NCCc2csc(-c3ccc(C(F)(F)F)cc3)n2)c1 | 5.0% |

(further entries)
| Molecule | aSyn yeast rescue |
| --- | --- |
| NNC(=O)CCN1CCCCC1 | -5.7% |
| COc1ccc(S(=O)(=O)N(C(=O)c2ccncc2)c2ccc3oc(C)c(C(C)=O)c3c2)cc1 | 4.4% |
| CCCS(=O)(=O)Nc1cc(-c2cn3ccc(C)cc3n2)ccc1C | 1.1% |
| CCn1c(=O)c2ccccc2n(CC(=O)NC2CCCCC2)c1=O | -6.7% |
| NC(=O)C1CCN(C(=O)CCC(=O)N2CCOc3ccc(Cl)cc32)CC1 | 3.7% |
| Cc1c(C(=O)Nc2ccccc2F)sc2ncnc(N(C)C3CCCCC3)c12 | 9.1% |
| CCOC(=O)c1c(C)[nH]c(C)c1S(=O)(=O)N(C)CC(=O)NCc1ccc(C)cc1 | 3.9% |
| O=C(CN1C(=O)NC2(CCCCCC2)C1=O)c1ccc(Cl)s1 | 2.4% |
| O=C(OCc1c(F)cccc1Cl)c1cc([N+](=O)[O-])ccc1N1CCOCC1 | -39.8%[inhibitor] |
| CN(C(=O)c1nn(C)c2c1CS(=O)(=O)c1ccccc1-2)c1cccc(Cl)c1 | 5.4% |
| O=C(Nc1ccc2nc(SCC(=O)N3CCOCC3)sc2c1)c1cccc(Br)c1 | -4.8% |
| COc1ccccc1OCC(=O)Nc1nc(-c2ccc(Br)cc2)ns1 | 2.3% |
| O=C(NNC1=Nc2ccccc2SC1)c1ccccc1F | -10.8% |
| CC(C)N1CCC(N2CCN(C3CCCC3)CC2CCO)CC1 (configuration not stated) | 2.1% |
| Cc1cc(=O)n(Cc2ccco2)c(=S)[nH]1 | 3.6% |
| CCCn1c(=N)c(C(=O)NCc2ccccc2)cc2c(=O)n3cccc(C)c3nc21 | 0.6% |
| N#Cc1sc(NCc2ccccn2)nc1Cl | 11.9% |
| COc1ccc(N(C)C(=O)c2cc3c(s2)-c2c(C)cccc2OC3)c(OC)c1 | ? |
| CCN(CC)c1ccc(C(=O)NCc2ccc3c(c2)CCN3C(=O)c2ccccc2)cc1 | 7.3% |
| O=C(O)C(Cc1ccccc1)N1C(=O)/C(=C/c2cccnc2)SC1=S (configuration not stated) | 9.8% |
| O=C(Oc1coc(CSc2ncccn2)cc1=O)c1cccc([N+](=O)[O-])c1 | ? |
| CCOc1ccc(CNC(=O)c2cc3ccccn3n2)cc1 | -1.8% |
| O=C(NC1CCS(=O)(=O)C1)c1cnccn1 (configuration not stated) | 4.8% |
| COc1ccc(-c2ccc(CN3C(C)C(=O)N(Cc4cn(CCC5OCCO5)nn4)CCS3(=O)=O)cc2)cc1OC (configuration not stated) | -8.0% |
